# cytoskel mod – modifiers of cytoskeleton assembly | HUVEC TNFa F-actin phalloidin imaging, high content | inhibition, % at 2 µM | 91,000 compounds, 0.18% hits | AID 836;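 active means inhibition above the batch mean plus 3 SD and confirmed as a hit by visual image inspection, cut at about 30% in these data, passing the limit was not always enough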; further: strong numbers were not always called active
# TNFa cytotox – toxic to HUVEC cells under TNF alpha stimulation; cell count reduction, % at 2 µM; 93,000 compounds, 0.17% hits; AID 848; HUVEC TNFalpha-stimulated, Hoechst cell count, imaging;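 active means cell count reduction exceeding the screen mean by over 5 SD, scaled to untreated wells per plate, cut at about 78% in these data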;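 further: cells counted after 24 h of TNF alpha exposure following the 1 h pretreatment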
# Candida biofilm – kills Candida albicans biofilms; C. albicans biofilm + clotrimazole, Alamar Blue; AID 834; 85,000 compounds, 0.14% hits; inhibition, % at 6 µM;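 active means inhibition above 20%; inactive means inhibition below 20%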;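 further: preformed 24 hr biofilms exposed to compound for 48 hr; 0% = biofilm without compound and 100% = blank killed by clotrimazole plus chlorhexidine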
# IL1B cytotox – toxic to HUVEC cells under IL-1B stimulation; 94,000 compounds, 0.41% hits; HUVEC cell count loss, Hoechst imaging, IL-1B stimulated; cell count reduction, % at 2 µM;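 active means cell count reduction more than 3 SD above the screen-wide mean, cut at about 70% in these data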;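 further: normalized per plate to untreated control cells as the no-loss baseline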
# MT1-MMP txn act – MT1-MMP promoter transcription activation; HT1080 MT1-MMP promoter luciferase reporter, luminescence, overnight; hits give high values; activation factor at 10 µM; 86,000 compounds, 0.16% hits;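 active means activation factor of at least 2 for MT1-MMP transcription at 10 µM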
# LYP inh 2 – inhibitors of human LYP (PTPN22) phosphatase; inhibition, % at 2 µM; 96,000 compounds, 0.21% hits; recombinant LYP catalytic domain, DiFMUP fluorescence;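 active means inhibition at 2 µM at or above a set limit, the screen mean plus 3 SD, cut at about 24% in these data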;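 further: 0% = DMSO with enzyme and 100% = enzyme fully blocked by orthovanadate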
# Smad3 inh – Smad3 (human) transcription factor binding inhibition | 88,000 compounds, 0.29% hits | TR-FRET Smad3/Dy647-FoxH1 peptide binding, europium anti-His | inhibition, % at 25 µM | P84022 | AID 630;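 active means compounds that reduce the energy-transfer binding signal between the protein and its labelled peptide by more than half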;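 further: 0% = Smad3 plus labelled peptide maximal FRET and 100% = peptide-only background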
# Target sequence (P84022 whole entry, looked up): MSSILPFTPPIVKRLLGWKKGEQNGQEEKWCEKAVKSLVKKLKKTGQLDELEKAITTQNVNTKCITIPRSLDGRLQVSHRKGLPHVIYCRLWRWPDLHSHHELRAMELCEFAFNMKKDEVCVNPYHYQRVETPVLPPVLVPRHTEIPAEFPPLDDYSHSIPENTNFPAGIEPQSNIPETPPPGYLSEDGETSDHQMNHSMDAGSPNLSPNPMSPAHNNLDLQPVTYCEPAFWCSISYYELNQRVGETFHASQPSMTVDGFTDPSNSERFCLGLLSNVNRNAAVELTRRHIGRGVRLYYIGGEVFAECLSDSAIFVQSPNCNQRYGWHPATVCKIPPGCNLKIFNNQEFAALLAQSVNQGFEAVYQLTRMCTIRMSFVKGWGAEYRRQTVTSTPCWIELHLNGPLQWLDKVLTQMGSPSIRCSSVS
# DAT uptake mod – changed human dopamine transporter uptake under cocaine IC80; B-score at 10 µM; Q01959; AID 449768; LLC-PK1 hDAT cells, [14C]-dopamine uptake with cocaine IC80; actives deviate in either direction; 110,000 compounds, 1.3% hits;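 active means Z score or B-score, a plate-position-corrected score, falls beyond the plate's 99.7% confidence bounds, in either direction; inactive means both scores lie inside the 99.7% bounds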;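 further: scored against the spread of the other compound wells on the same plate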
# Target sequence (Q01959 whole entry, looked up): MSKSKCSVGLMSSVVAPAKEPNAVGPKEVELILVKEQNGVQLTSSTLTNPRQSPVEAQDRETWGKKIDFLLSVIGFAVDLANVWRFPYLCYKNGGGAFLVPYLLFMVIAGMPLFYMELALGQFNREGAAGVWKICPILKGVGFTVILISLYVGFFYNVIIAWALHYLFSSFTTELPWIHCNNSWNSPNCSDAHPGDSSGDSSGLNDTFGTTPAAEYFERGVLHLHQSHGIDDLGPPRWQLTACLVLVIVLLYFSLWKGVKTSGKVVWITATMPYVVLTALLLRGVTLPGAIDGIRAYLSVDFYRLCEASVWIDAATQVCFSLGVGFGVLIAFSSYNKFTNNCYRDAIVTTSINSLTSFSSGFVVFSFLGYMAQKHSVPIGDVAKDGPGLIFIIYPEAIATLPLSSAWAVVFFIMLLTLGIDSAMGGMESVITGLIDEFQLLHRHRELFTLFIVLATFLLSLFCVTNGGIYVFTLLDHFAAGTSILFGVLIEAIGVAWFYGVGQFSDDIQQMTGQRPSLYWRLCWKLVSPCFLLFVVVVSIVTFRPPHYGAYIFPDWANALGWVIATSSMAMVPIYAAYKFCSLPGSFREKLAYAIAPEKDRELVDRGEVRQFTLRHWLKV
# VCAM1 TNFa inh – reduces TNF alpha induced VCAM1 expression in HUVEC. HUVEC TNFa-induced VCAM-1 immunofluorescence, high-content imaging. inhibition, % at 2 µM. 95,000 compounds, 0.48% hits. AID 802;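 active means inhibition above the batch mean plus 3 SD, with images confirmed as a hit by eye, cut at about 37% in these data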;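 further: 0% = TNF-stimulated DMSO wells and 100% = unstimulated control wells; not every result past the cut was called active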
# The depositor's hits bear a star; / = not tested or not shown; [ ] = another dose, or the depositor's remark. Not all compounds are listed; the hit share may differ from the screen's.
# A first look (two entries):
SMILES,cytoskel mod,TNFa cytotox,Candida biofilm,IL1B cytotox,MT1-MMP txn act,LYP inh 2,Smad3 inh,DAT uptake mod,VCAM1 TNFa inh
O=C1CCCN1c1ccc(S(=O)(=O)NCCc2ccc(Cl)cc2)cc1,0.6,-24.4,0.7,-8.3,1,6.4,-3.0,0.862,-14.7
CCOC(=O)c1oc2cc(O)cc(C)c2c(=O)c1-c1cscn1,-1.3,36.6,2.9,-11.0,1.1,-10.4,13.2,-0.439,35.3

# Results, from the start:
SMILES,cytoskel mod,TNFa cytotox,Candida biofilm,IL1B cytotox,MT1-MMP txn act,LYP inh 2,Smad3 inh,DAT uptake mod,VCAM1 TNFa inh
O=C1CCCN1c1ccc(S(=O)(=O)NCCc2ccc(Cl)cc2)cc1,0.6,-24.4,0.7,-8.3,1,6.4,-3.0,0.862,-14.7
CCOC(=O)c1oc2cc(O)cc(C)c2c(=O)c1-c1cscn1,-1.3,36.6,2.9,-11.0,1.1,-10.4,13.2,-0.439,35.3
CC(=Nc1ccccc1)C1=C(O)CSC1=O,0.5,-0.5,-1.0,13.3,1,4.8,7.4,0.126,-10.9
O=C(NCCCn1ccnc1)c1cn(-c2ccccc2)nc1-c1ccc(F)cc1,5.1,-29.5,4.6,11.5,1.2,-4.3,0.8,1.22,1.4
Cn1c(=O)[nH]c(=O)c2[nH]c(N(Cc3ccccc3)Cc3ccccc3)nc21,-10.4,4.1,6.7,41.5,1.1,-1.3,12.2[fluorescence artefact?],1.28,-3.9
Cc1[nH][nH]c(=O)c1C(c1ccc(-c2ccc(Cl)cc2)o1)c1c(C)[nH][nH]c1=O,6.7,-18.3,5.6,-29.8,1.6,-5.0,-7.7,1.03,2.0
Cc1cccc(/C=N/NC(=O)C(C)Nc2cccc3ccccc23)n1 (stereo unspecified),-5.9,-20.0,0.2,-118.2,1.4,4.7,13.1,2.49*,-1.5
Cc1ccc2nc(-c3ccccn3)cc(C(=O)NC3CCN(C)CC3)c2c1,-0.7,-2.9,7.4,-24.1,1.2,-11.1,7.5,0.0915,-8.0
CCn1c(SCC(=O)c2ccc(F)cc2)nnc1-c1ccoc1C,9.8,-13.2,5.5,1.6,1.1,-7.3,6.1,-0.712,5.0
O=C(O)C1CC(=O)N(CCc2ccccc2)C1 (stereo unspecified),10.1,-17.0,0.9,19.7,1.2,6.2,19.2,-0.0674,-9.4
CC1CCN(S(=O)(=O)c2ccc3c(c2)oc(=O)n3CC(=O)NCc2ccc3c(c2)OCO3)CC1,6.3,-9.7,3.9,3.1,1.1,-4.2,7.2,-1.12,-2.4
Cc1c(NC(=O)c2cc(-n3cnnc3)ccc2Cl)cccc1-c1nc2ccccc2o1,1.3,-7.8,-1.5,-9.5,1,13.7,-3.6,-0.427,11.7
CCC(=O)N1CCCc2cc(S(=O)(=O)NCc3cccs3)ccc21,/,/,-0.7,/,1.3,/,1.3,-0.0792,/
Cn1c(Cc2cccs2)nnc1SCC(=O)N1CCCc2ccccc21,-0.6,-7.2,4.8,11.1,1,-9.1,-4.0,-0.23,-3.2
NCCc1nnc(SCC(N)=O)o1,20.4,-23.0,/,7.2,/,-2.8,/,0.417,18.0
COc1ccc(OC)c(S(=O)(=O)N(C)CC(=O)N2CCN(c3cccc(Cl)c3)CC2)c1,-6.3,-7.0,5.6,5.7,0.6,-10.5,6.9,0.194,5.6
C#CCOC(=O)c1csc2nnsc12,-7.2,2.9,4.7,48.4,1.3,6.4,-4.3,0.146,-20.8
Cc1ccoc1C(=O)NCCCNC(=O)c1occc1C,37.1,-22.0,6.2,-5.0,1,-1.6,0.5,-1.38,7.6
CCOc1ccc(N(CC(=O)Nc2ccc(OC)cc2)S(C)(=O)=O)cc1,0.6,-23.1,4.8,-2.3,1.7,4.6,-2.7,-0.0579,-1.3
CC1=CS(=O)(=O)CC1Sc1ncn[nH]1 (stereo unspecified),-8.1,5.6,6.1,-8.3,1,-4.1,8.5,-1.21,-19.7
CC1CCN(CCCNC(=O)c2ccc(CSCc3cccc(Cl)c3)o2)CC1,-20.5,8.7,5.4,-33.6,1.1,-8.4,-4.9,-0.445,-0.8
Cn1c(=O)n(CC(=O)O)c(=O)c2c1nc1n2CCS1,-42.9,-13.1,9.4,-29.8,1.1,-1.6,5.2,-0.362,-0.5
Cn1c(=O)n(Cc2ccccc2F)c2ccccc21,2.7,-29.5,6.5,5.9,1.1,5.9,-3.5,-0.187,-6.3
Cc1cc2ccccc2c(=O)n1CC(=O)NCC(=O)N1CCN(c2ccccc2)CC1,3.6,-0.8,-1.0,18.1,1.1,7.0,-6.0,-1.36,-10.9
Cc1nn(-c2ccccc2)c(C)c1/C=N/NC(=O)c1cc(-c2ccc(Br)s2)[nH]n1,13.8,2.7,/,6.0,/,-4.6,/,2.27,23.2
CN(c1ccc(C(=O)O)cc1)S(=O)(=O)c1ccc(Cl)cc1,4.8,15.5,-5.5,-2.1,1.1,-3.5,-6.0,0.0103,18.9
c1ccc(C(c2ccccc2)N2CCN(c3ccc4ccccc4n3)CC2)cc1,13.5,-12.5,7.3,-104.4,1.3,0.3,-7.3,0.409,22.9
CCc1cn(S(=O)(=O)c2ccccc2OC)nc1N,-3.3,-16.0,6.3,13.4,1.1,2.8,-1.0,0.0884,-3.2
COC(=O)C(C)Sc1nc2c(c(=O)n1-c1ccccc1)SCC2 (stereo unspecified),/,/,-2.9,/,1,/,-8.2,-1.52,/
COc1ccc(C(=O)/C=C/c2ccc(F)cc2)c(OC(=O)c2ccc([N+](=O)[O-])cc2)c1,-1.5,-7.1,/,21.8,/,0.3,/,0.00377,-9.8
O=c1[nH]nc(Sc2ncnc3sccc23)n1CCc1ccccc1,-30.3,-4.0,5.9,-5.5,1,-1.2,-1.0,/,16.2
COc1ccc(C(=O)NCc2n[nH]c(=S)n2-c2ccccc2)cc1OC,-11.3,6.1,9.6,17.5,/,7.6,-4.4,-0.185,2.4
CCCSc1nnc(CN2CCOCC2)n1C,-14.5,-6.0,4.1,-21.7,1,5.0,5.9,0,5.8
CC(=O)Nc1ccc(NS(=O)(=O)c2cc(C)sc2C)cc1,-3.7,-26.9,7.0,-17.8,1.2,9.7,-1.8[fluorescence artefact?],-0.589,-3.6
COc1cc(C=O)cc(OC)c1OS(=O)(=O)c1ccc(NC(C)=O)cc1,1.1,-15.0,/,-124.6,/,1.2,/,-1.22,18.2
COCc1c(C(=O)N2CCN(c3ccc(C(F)(F)F)cn3)CC2)oc2ccccc12,0.5,-18.0,2.5,1.5,1.1,9.5,0.8,-0.929,-6.5
O=C(Nc1cc(C(F)(F)F)ccc1N1CCOCC1)C1Cc2ccccc2CN1C(=O)c1ccco1 (stereo unspecified),4.1,22.1,3.0,6.2,1.2,3.1,9.6[fluorescence artefact?],-0.333,40.1
O=C(NCCc1ccccc1)c1c(O)c2cccc3c2n(c1=O)CC3,/,-28.0,3.9,-74.5,1.1,9.1,2.7,0.0604,-4.6
CCCCn1ccc(O)c(Cc2ccc(F)cc2)c1=O,-20.6,-5.9,/,-27.8,/,-30.2,/,1.06,-1.3
O=c1cc(O)c(-c2cccc(Cl)c2)c(Cl)[nH]1,/,-47.4,-0.3,3.8,1.1,-1.5,0.3,-0.0114,-0.9
CC/S(CC1CC1(Cl)Cl)=N\S(=O)(=O)c1ccc(C)cc1 (stereo unspecified),-2.1,-3.9,6.9,-10.1,1,0.9,20.0,-1.39,-11.1
CN(C)S(=O)(=O)Oc1ccccc1C(=O)Nc1cccc(C(F)(F)F)c1,5.9,13.6,/,3.2,/,-18.9,/,-0.143,-36.8
COc1ccc(NC(=O)c2ccccc2NC(=O)CSc2ccc(C)cc2)cc1,6.7,-7.9,/,51.0,/,-1.1,/,-0.666,11.7
CC(C)NC(=O)c1ccccc1NC(=O)C1COc2ccccc2O1 (stereo unspecified),7.4,-5.9,5.8,-29.7,1.1,-2.2,8.8,-0.906,-9.4
Cc1nn(CC(=O)Nc2ccc(C(=O)N(C)C)cc2)c(=O)c2ccccc12,34.3*,-13.9,-4.2,-6.0,1,-2.6,-7.5,-0.435,-4.1
O=C(O)CCc1nn2c3ccccc3n(CCN3CCCCC3)c2nc1=O,-8.1,3.0,12.6,14.9,1.2,15.4,-4.8,0.0316,26.2
CCCCNC(=S)NNC(=O)c1sccc1C,-4.4,-11.0,/,-86.5,/,-5.6,/,-0.273,30.0
CCOc1ccc2oc(-c3ccccc3)c(C(=O)O)c2c1,10.3,-26.4,6.0,-12.8,0.9,-2.4,7.4[fluorescence artefact?],1.76,6.6
C=CCNC(=O)C(C)Sc1ccc(Cl)cc1 (stereo unspecified),23.7,-12.1,0.5,-33.0,1.1,-5.4,-1.0,-0.537,12.2
CCOC(=O)N1CCC(NC(=O)CC(NS(=O)(=O)c2ccc(C)cc2)c2ccco2)CC1 (stereo unspecified),/,/,11.7,/,1.1,/,-4.9,-0.996,/
# The listing continues.
SMILES,cytoskel mod,TNFa cytotox,Candida biofilm,IL1B cytotox,MT1-MMP txn act,LYP inh 2,Smad3 inh,DAT uptake mod,VCAM1 TNFa inh
Cc1ccc(C(=O)O/N=C(\N)c2ccc(Br)cc2)cc1,-22.3,/,5.0,3.2,1.3,0.7,5.5,/,-21.1
CC(C)(C)NCC(O)COc1c(F)cc(Br)cc1F (stereo unspecified),0.0,-8.6,/,10.4,/,-8.5,/,0.699,4.2
O=C(NCc1cccnc1)C1CCN(S(=O)(=O)N2CCC3(CC2)OCCO3)CC1,2.5,-0.4,5.4,-18.8,1.1,-11.8,-3.8,1.27,10.8
CC(/C=N\Nc1nnc2c(n1)[nH]c1c(C)cccc12)=C\c1ccco1,12.5,-26.0,/,-5.8,/,14.4,/,0.032,0.3
CC(=O)C1=C(C)NC(SCC(=O)c2ccc(Cl)cc2)=C(C#N)C1c1ccco1 (stereo unspecified),10.0,-15.0,7.9,5.6,1.1,-1.9,10.0,-0.462,-6.6
O=C(NCCc1ccncc1)Nc1ccccc1,5.3,-53.6,-3.9,-23.5,1.1,-0.1,-2.0,0.403,-0.8
O=C(Nc1ccccc1)N(Cc1ccccc1)C1=NCCS1,20.2,-13.0,13.1,-12.5,1,10.9,-3.8,-0.137,11.4
O=C(CCSCCc1ccccn1)Nc1ccccn1,2.0,29.6,2.8,1.5,1.2,-2.4,-0.5,-0.912,16.4
Cc1ccc(CNC(=O)C2CCN(S(=O)(=O)N3CCOCC3)CC2)cc1,-19.3,-24.1,-3.0,-13.2,1.1,-4.3,-3.7,-0.0221,12.8
C/C(=N\NC(=O)C1CC1c1ccccc1)c1ccc(C)s1 (stereo unspecified),7.3,-0.9,/,-2.9,/,-8.0,/,/,1.9
CCc1ccc2[nH]c(=O)c(CN(Cc3ccco3)S(=O)(=O)c3ccc4c(c3)OCCO4)cc2c1,13.6,-1.7,0.5,-9.4,1,0.5,-1.3,0.166,-13.0
Cc1cccn2c(=O)c3cc(C(=O)NCCCN4CCCC4=O)n(C)c3nc12,-28.0,17.2,9.6,-31.7,1.1,-11.6,2.9,0.167,10.7
COc1ccc(NC(=O)CN2CCN(c3ccccc3F)CC2)cc1,2.0,-7.0,-3.7,6.4,1.2,-2.1,-17.6,1.2,9.7
Cc1nc(NCCN2CCOCC2)c2nnn(Cc3ccccc3Cl)c2n1,-31.4,-19.1,1.4,-23.4,1.1,-4.5,0.7[fluorescence artefact?],1.11,13.1
O=C1CN=C(Nc2ccccc2Cl)N1c1ccccc1,-5.4,2.9,3.9,-24.1,1.2,4.4,0.7,0.45,0.4
CCN1C(=O)C2(C(C#N)=C(N)Oc3n[nH]c(-c4ccccc4)c32)c2ccccc21 (stereo unspecified),-0.3,2.8,9.2,-2.2,1,0.8,-7.7,0.199,16.9
NC(=O)CSc1ncnc2c1oc1ccccc12,2.8,-17.6,6.4,-7.3,1.1,-6.3,17.6,0.0159,-4.0
